# Source: PubChem (The Scripps Research Institute Molecular Screening Center)
# MITF primary = inhibitors of human MITF; 650,000 compounds, 0.91% hits; inhibition, % at 2.6 µM; AlphaScreen MITF homodimerization, bead proximity signal; O75030; in the data active = inhibition above about 50%;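 note: 0% = vehicle wells with protein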
# GPR151 ag = activates the human receptor GPR151; activation, % at 11.2 µM; AID 1508602; 650,000 compounds, 1% hits; PathHunter beta-arrestin GPR151 cells, luminescence; Q8TDV0; in the data active = activation above about 4.9%;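 note: 0% = median of compound wells and 100% = cells with positive control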
# Target sequence (Q8TDV0 whole entry, looked up): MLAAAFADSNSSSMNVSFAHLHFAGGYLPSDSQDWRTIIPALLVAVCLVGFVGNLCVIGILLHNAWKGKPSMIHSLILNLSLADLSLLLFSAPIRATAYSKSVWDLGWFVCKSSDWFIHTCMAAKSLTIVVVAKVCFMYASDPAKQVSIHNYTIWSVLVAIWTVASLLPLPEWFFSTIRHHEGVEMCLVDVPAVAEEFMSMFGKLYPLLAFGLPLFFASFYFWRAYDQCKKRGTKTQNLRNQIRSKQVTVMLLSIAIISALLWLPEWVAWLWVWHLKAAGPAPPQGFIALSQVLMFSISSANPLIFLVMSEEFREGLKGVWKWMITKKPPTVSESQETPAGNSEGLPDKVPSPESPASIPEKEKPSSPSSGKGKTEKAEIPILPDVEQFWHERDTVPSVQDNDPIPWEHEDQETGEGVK
# FBW7 act = human FBW7 E3 ligase activation, primary screen. AlphaScreen FBW7–phospho-cyclin E peptide binding, activator screen. normalized activity (activation), % at 26.1 µM. 650,000 compounds, 0.13% hits; in the data active = normalized activity above about 1.9%;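 note: purified mutant Fbw7 with reduced substrate affinity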
# Target sequence (Q969H0 whole entry, looked up): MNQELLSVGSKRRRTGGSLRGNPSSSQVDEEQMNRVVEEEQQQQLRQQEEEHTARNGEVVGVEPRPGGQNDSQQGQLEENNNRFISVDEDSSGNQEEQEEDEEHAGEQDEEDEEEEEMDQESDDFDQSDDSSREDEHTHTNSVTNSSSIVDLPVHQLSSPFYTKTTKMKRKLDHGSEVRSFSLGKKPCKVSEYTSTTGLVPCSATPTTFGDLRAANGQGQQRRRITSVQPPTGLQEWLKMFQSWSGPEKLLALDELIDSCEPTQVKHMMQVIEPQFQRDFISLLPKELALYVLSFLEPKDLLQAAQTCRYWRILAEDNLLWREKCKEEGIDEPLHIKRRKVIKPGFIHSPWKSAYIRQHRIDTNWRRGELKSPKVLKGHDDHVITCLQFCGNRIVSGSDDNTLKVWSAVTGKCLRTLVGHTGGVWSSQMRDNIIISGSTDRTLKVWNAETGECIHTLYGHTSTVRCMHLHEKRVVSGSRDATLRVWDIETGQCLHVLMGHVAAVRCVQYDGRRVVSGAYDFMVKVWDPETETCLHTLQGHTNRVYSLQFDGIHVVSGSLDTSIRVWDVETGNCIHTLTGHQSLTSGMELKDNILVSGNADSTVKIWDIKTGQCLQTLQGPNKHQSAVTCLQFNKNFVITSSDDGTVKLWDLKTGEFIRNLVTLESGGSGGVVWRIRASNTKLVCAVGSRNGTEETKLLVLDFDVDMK
# TEAD-YAP block = TEAD-YAP interaction inhibition | HEK-TIYL cells, TEAD-Gal4/YAP UAS-luciferase luminescence | inhibition, % at 9.12 µM | 640,000 compounds, 1.4% hits | AID 1259422; in the data active = inhibition above about 32%;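 note: 0% = median of test compound wells and 100% = reference inhibitor wells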
# Starred values were filed as active, the others as inactive; & = joins results of further samples. An unsorted share of the library; overall some 3.4% were active at least once.
SMILES,MITF primary,GPR151 ag,FBW7 act,TEAD-YAP block
COc1ccc(-c2nc(SC3CCCC3)c3c(=O)n(C)c(=O)n(C)c3n2)cc1OC,1,-1.0,0.1,-1
Nc1cc(C(=O)N=Nc2c(O)[nH]c3ccc([N+](=O)[O-])cc23)n[nH]c1=O,14,0.2,0.1,3
CC(=O)c1[nH]c(C)c(C(=O)NN2CCOCC2)c1C,11,0.3,0.2,4
COc1ccc(C2(CNC(=O)Cc3cccc4ccccc34)CCOCC2)cc1,20,-0.5,0.1,3
N#Cc1ccc(CSc2nnc(-c3ccco3)o2)cc1,-1,0.0,0.2,-4
O=C1NC(=O)/C(=C\c2ccc(OCc3ccc(Cl)cc3)c(Br)c2)N1,-11,-0.4,-0.1,-11
O=C(COc1ccc(Cl)cc1Br)N/N=C/c1cc([N+](=O)[O-])ccc1O,-5,5.1*,-0.2,-4
COc1cc2c(cc1OC)C(COc1ccc(C(C)C)cc1)N(C(=O)/C=C/c1ccco1)CC2 (stereo not drawn),-1,1.3,-0.1,0
O=C1NC(=O)/C(=C\c2ccc(-c3ccccc3[N+](=O)[O-])o2)N1,32,-0.8,0.0,-10
COc1ccc(NC(=O)C2Sc3nnc(C)n3NC2c2ccc(F)cc2)cc1 (stereo not drawn),6,-0.4,0.3,10
CCOC(=O)c1ccc(NC(=S)NCC(OCC)OCC)cc1,-3,0.5,-0.1,-37
O=C(NC1(Cc2ccc(Cl)cc2)N=C2C=CC=CN2C1=O)c1ccccc1 (stereo not drawn),-10,-0.5,0.0,3
O=C(CNC(=O)c1ccc(Br)o1)OCC(=O)c1ccc([N+](=O)[O-])cc1,8,2.6,-0.2,10
CCCc1nnc2n1C(C)(C)Cc1ccccc1-2,7,-1.1,0.6,-2
COCCNC(=O)Cn1c(=O)n(-c2cc(C)cc(C)c2)c(=O)c2sccc21,5,0.5,0.1,-6
CCCCN1C(=O)C(=O)N(CC(=O)Nc2ccccc2OCC)C1=O,-3,0.5,-0.2,2
CCCCSc1nc(C2CC2)nc2c1c(=O)n(C)c(=O)n2C,13,-0.2,-0.1,-1
COC(=O)c1cc(Br)ccc1NC(=O)c1ccc(Cl)cc1,1,-0.5,0.5,5
CC(=O)NC(=S)Nc1cc(C(F)(F)F)ccc1N1CCOCC1,0,-2.5,0.1,4
CCc1ccccc1NC(=S)NC(=O)c1ccc(Cl)cc1,1,0.5,-0.1,6
Cc1cc(C)n2nc(SCC(=O)NC(=O)C3CCCCC3)nc2n1,8,0.3,0.0,-3
CCC(C)N1C(=O)C2C(C(=O)Nc3ccc(Cl)cc3)C3C=CC2(O3)C1C(=O)NC1CCCCC1 (stereo not drawn),-24,-0.2,0.0,-5
CC(C)Oc1ccc(Br)cc1/C=C(\C#N)c1nn(CCO)c(N)c1C#N,-1,1.9,-0.2,-8
Cc1csc2nc(-c3ccc(NS(=O)(=O)c4cccs4)cc3)cn12,7,-1.5,0.4,-22
CC(=O)c1ccc(N2CN=c3s/c(=C\c4ccccc4O)c(=O)n3C2)cc1,-13,-0.2,0.1,0
CCOC(=O)/C(C#N)=C/c1cc(C)n(-c2ccc(OCC)cc2)c1C,17,-1.3,0.2,7
COCCNC(=O)c1cccc(OC2CCN(Cc3ccn[nH]3)CC2)c1,-5,0.0,-0.1,-5
CSc1ccc(/C=C2\N=C(c3ccccc3F)OC2=O)cc1,-17,-2.1,0.2,10
COC(=O)C1=C(N)N(c2ccc(F)cc2)C2=C(C(=O)CCC2)C1c1ccc(OC)c(OC)c1 (stereo not drawn),16,-0.2,0.2,4
C=CCNC(=S)/C(=C(/O)c1ccc2c(c1)NC(=O)CO2)[n+]1ccccc1,29,-2.7,0.1,7
O=C(CN1CCCCCCC1)N/N=C/c1ccccc1Cl,12,-0.5,0.0,5
O=C1NC(=O)c2cc(NC(=O)c3ccccc3[N+](=O)[O-])ccc21,0,-0.6,0.2,-5
Cc1ccc(C2C(C#N)=C(N)Oc3n[nH]c(C)c32)cc1 (stereo not drawn),3,1.1,-0.1,5
CCCn1c(=O)c(C(=O)NNC(=O)c2ccccc2Br)c(O)c2ccccc21,4,0.4,0.7,3
O=C(Cn1cnc2c(cnn2-c2ccccc2)c1=O)Nc1ccccc1N1CCOCC1,17,-0.5,0.1,5
CCC(=O)C1=C(c2ccc(Cl)cc2)N(C(=O)CC)n2cnnc2S1,-8,0.6,-0.1,15
CCN(C(=O)c1ccccc1[N+](=O)[O-])c1ccccc1C,1,-0.6,0.8,3
Cc1ccc(N=Cc2sc3ccccc3c2O)cc1C,-4,-0.6,0.2,74*
Cc1ccsc1CN1CCc2c(nc(N3CCCCC3C)[nH]c2=O)C1 (stereo not drawn),11,-0.4,0.0,5
Cc1cccc(N(C)C(=O)CCNc2c(N3CCCC3)c(=O)c2=O)c1,3,1.1,0.2,5
O=C(NCc1cccnc1)c1cc2c(=O)oc3ccccc3c2s1,11,-0.9,0.1,10
CCOC(=O)C1=C(N)OC2=C(C(=O)CC(c3ccccc3)C2)C1c1cc(OC)c(OC)c(OC)c1 (stereo not drawn),14,-0.3,0.6,5
Cc1ccc(-c2nc(NC(=O)c3ccc([N+](=O)[O-])s3)sc2-c2ccccc2)cc1,8,1.6,-0.1,3
CC[C@H](C)[C@@H]1NC(=O)[C@H]2CN(C(=O)Nc3cccc(F)c3)CCN2C1=O,58*,-0.5,-0.1,6
CCOc1cc(C(=S)N2CCN(C)CC2)ccc1OCC(=O)N1CCOCC1,-4,2.4,-0.2,-1
COc1cc(C#N)cc(I)c1OCc1ccccc1,-6,2.8,0.1,6
COc1ccc(NC(=O)/C=C/c2ccc([N+](=O)[O-])cc2)cc1Cl,-3,-2.1,0.5,-4
O=C(Nc1ccc(S(=O)(=O)NCCc2ccccc2)cc1)c1ccccc1F,-6,0.6,0.1,2
O=C(CSc1nc2cc(C(=O)NCc3ccco3)ccc2c(=O)n1Cc1ccco1)NCc1ccco1,-8,0.0,0.0,30
O=C(CN1C(=O)c2ccccc2C1=O)NCCCN1CCOCC1,-1,0.4,-0.1,-5
CCOc1ccc(N(CC(=O)N2CCCCCC2)S(=O)(=O)c2ccc(C)cc2)cc1,8,-0.7,0.5,8
CCCC(C)C(=O)Nc1ccccc1C(F)(F)F (stereo not drawn),-1,-0.9,-0.1,11
O=C(COC(=O)c1ccc2c(c1Cl)C(=O)c1ccccc1C2=O)NCc1cccs1,-9,-8.0,-0.3,4
CSCC[C@H](NC(=O)OCc1ccccc1)C(=O)O,6,-1.0,0.9,-5
COc1cccc(C(=O)N2CC[C@@H]3[C@H](CCCN3C(=O)c3cccc(F)c3)C2)c1,-3,-1.3,0.0,-7
O=C1CN(C(=O)COC(=O)CCCOc2ccc(Cl)cc2Cl)c2ccccc2N1,0,-0.4,0.1,3
CN(C)c1ccc(CN2CCC(C3(Cc4ccccc4F)NC(=O)NC3=O)CC2)cc1 (stereo not drawn),-9,0.4,-0.1,-1
COc1ccccc1C1CC(=O)NC(NC(=O)c2ccccc2)=N1 (stereo not drawn),7,-0.8,-0.2,9
CSCCC1NC(=O)N(CC(=O)Nc2cc(C)on2)C1=O (stereo not drawn),3,0.8,0.1,8
CCOc1ccc(C(=O)N/N=C/c2ccc(SC)cc2)cc1,25,-0.7,0.2,-3
# Later entries
SMILES,MITF primary,GPR151 ag,FBW7 act,TEAD-YAP block
CC(=O)c1c(C)n(-c2ccc(N(C)C)cc2)c2ccc(O)cc12,5,-0.1,-0.1,40*
COCCn1nnnc1C(C(C)C)N1CCOCC1 (stereo not drawn),19,0.3,0.2,-31
O=C(Nc1ccc2c(c1)OCO2)c1cccc(Nc2cnccn2)c1,4,0.3,0.2,-32
COCCCn1cnnc1SCc1nc2sc(C(C)=O)c(C)c2c(=O)[nH]1,2,2.4,0.0,4
Cc1ccc(-c2cnn3c(NCCc4ccccn4)ccnc23)cc1C,-8,-0.2,0.0,-64
COc1ccc(C(=O)OC2CCN(C)CC2)cc1,-1,-0.4,0.2,-11
COC(=O)c1cccc(NC(=O)/C(=C\c2ccc([N+](=O)[O-])cc2)NC(=O)c2ccc(Br)cc2)c1,6,1.2,0.1,0
CC(C(=O)Nc1ccc(S(=O)(=O)N2CCOCC2)cc1)N(c1ccccc1)S(C)(=O)=O (stereo not drawn),-8,-0.6,-0.1,-2
Cc1cc(C)cc(Nc2ccc(N3CCCCC3)nn2)c1,2,-0.6,-0.1,-4
CC(C)(C)OC(=O)N/N=C/c1ccc(Br)cc1,-3,-1.0,-0.1,-63
COc1ccc(CCNC(=O)CSc2nc3ccccc3c(=O)n2CCC(=O)N2CCN(c3ccccc3)CC2)cc1OC,7,0.5,-0.1,8
CCO[C@H]1[C@H](NC(=O)c2cccnc2)c2ccccc2C12CCN(C(=O)C1=CCCC1)CC2,8,-0.5,0.0,3
Cc1ccc(Cc2nc(-c3ccccn3)no2)cc1,-13,-1.8,-0.2,-26
COc1ccc(-c2cc(=O)oc3c(C)c(OC(C)C(C)=O)ccc23)cc1 (stereo not drawn),19,0.7,-0.1,-9
CC1CCCCC1N=c1c([N+](=O)[O-])nn(-c2ccc(Cl)cc2)n1O (stereo not drawn),37,-0.1,-0.8,17
CC1(C)CC(=O)c2cc3c(N)c(C(=O)Nc4ccc(F)cc4)sc3nc2C1,12,-0.9,0.0,-22
Cc1nnc(SCC(N)=O)n1Cc1ccccc1,-1,-3.1,0.1,-10
COC(=O)c1c(NC(=O)COc2ccccc2C)sc(C(=O)N2CCCCC2)c1C,3,-0.5,0.1,6
NCCSc1nnc(-c2ccccc2)n1Cc1ccco1,4,2.2,-0.2,-6
O=C(NC(=S)Nc1ccccn1)c1cccc2ccccc12,5,-0.7,0.0,-36
C/C=C/c1ccc(OCCCNC(C)CC)c(OC)c1 (stereo not drawn),83*,-0.2,-0.4,-4
CC(NC(=O)CC1S/C(=N/N=C/c2ccco2)NC1=O)C(=O)O (stereo not drawn),10,5.7*,0.0,3
Cc1cc(Br)ccc1N1C(=O)/C(=C/c2ccc(-c3ccc(Br)cc3)o2)C=C1c1ccccc1,0,0.4,-0.1,4
CCN1CCN(Cc2nc(N)nc(Nc3ccccc3)n2)CC1,5,6.1*,0.0,8
COc1ccc(N2CCN(C(=O)c3nc(-c4cccnc4)no3)CC2)cc1,9,-3.4,0.5,4
Clc1cc(Nc2ccc3c(c2)OCCO3)ncn1,9,0.1,0.1,-24
CCCC(=O)N1CCN(c2ccc(C(F)(F)F)cc2[N+](=O)[O-])CC1,-8,-0.2,-0.1,-15
CCCC(C)C(=O)OCC(=O)c1ccc([N+](=O)[O-])cc1 (stereo not drawn),17,-1.6,-0.3,-5
O=C(c1ccc(-c2cnc3[nH]c(=O)n(C4CCOCC4)c3n2)cc1)N1CCOCC1,12,-0.4,0.4,-1
COc1cc(/C=N/n2c(-c3cccnc3)n[nH]c2=S)cc(Br)c1O,-3,0.1,-0.3,4

# Arranged by heavy-atom count (smallest number first): some entries from above.
SMILES,MITF primary,GPR151 ag,FBW7 act,TEAD-YAP block
CCc1ccccc1NC(=S)NC(=O)c1ccc(Cl)cc1,1,0.5,-0.1,6
CCN1CCN(Cc2nc(N)nc(Nc3ccccc3)n2)CC1,5,6.1*,0.0,8
O=C1NC(=O)/C(=C\c2ccc(OCc3ccc(Cl)cc3)c(Br)c2)N1,-11,-0.4,-0.1,-11
Cc1cccc(N(C)C(=O)CCNc2c(N3CCCC3)c(=O)c2=O)c1,3,1.1,0.2,5
COc1ccc(-c2cc(=O)oc3c(C)c(OC(C)C(C)=O)ccc23)cc1 (stereo not drawn),19,0.7,-0.1,-9
COc1ccc(N2CCN(C(=O)c3nc(-c4cccnc4)no3)CC2)cc1,9,-3.4,0.5,4
O=C(Nc1ccc(S(=O)(=O)NCCc2ccccc2)cc1)c1ccccc1F,-6,0.6,0.1,2
COc1ccc(C2(CNC(=O)Cc3cccc4ccccc34)CCOCC2)cc1,20,-0.5,0.1,3
COc1ccc(-c2nc(SC3CCCC3)c3c(=O)n(C)c(=O)n(C)c3n2)cc1OC,1,-1.0,0.1,-1
CN(C)c1ccc(CN2CCC(C3(Cc4ccccc4F)NC(=O)NC3=O)CC2)cc1 (stereo not drawn),-9,0.4,-0.1,-1
CCO[C@H]1[C@H](NC(=O)c2cccnc2)c2ccccc2C12CCN(C(=O)C1=CCCC1)CC2,8,-0.5,0.0,3
CCC(C)N1C(=O)C2C(C(=O)Nc3ccc(Cl)cc3)C3C=CC2(O3)C1C(=O)NC1CCCCC1 (stereo not drawn),-24,-0.2,0.0,-5

# Going on with the list:
SMILES,MITF primary,GPR151 ag,FBW7 act,TEAD-YAP block
CSc1ccc(-c2nc(CSCC(=O)N(C)Cc3ccccc3)c(C)o2)cc1,8,-1.0,0.0,17
CCOc1cc(C2C(C#N)=C(N)Oc3n[nH]c(-c4ccccc4)c32)ccc1O (stereo not drawn),-11,-0.9,0.0,3
COc1cccc(OC)c1C(=O)N1CCN(C(=O)CC(C)C)CC1,2,-0.9,0.0,10
OC(CN1CCCC1)Cn1c2ccccc2c2ccccc21 (stereo not drawn),-7,2.6,-0.1,2
CCOC(=O)c1oc2ccc(Br)cc2c1CSc1nnnn1C,-24,-0.5,-0.1,1
CCc1cccc(NC(=O)COC(=O)c2cc(=O)c3ccccc3o2)c1,10,-2.4,-0.1,-3
O=C(O)C(Cc1ccccc1)N1C(=O)CCC1=O (stereo not drawn),12,1.0,-0.1,-5
COc1ccc(C(=O)CSc2nnc3[nH]c(=O)cc(C)n23)cc1,-11,-2.2,0.2,-4
CCC(C)NC(=O)c1cn(-c2cccc(OC)c2)c(=O)c2ccccc12 (stereo not drawn),3,5.4*,0.0,-3
COCCCNC(=O)c1ccc(-c2ccccc2)s1,6,-4.9,0.1,-12
COC(=O)C1=C(C)NC(C)=C(C(=O)OC)C1C(=O)OCC(C)=O,-1,0.1,-0.1,-3
C#CCN(C)Cc1ccccc1,2&23&-15&-10,0.5&0.0&-1.1&1.3,0.0&0.1&-0.1,-2&4
